Screening results (PubChem BioAssay)
TcdB inh: blocks C. difficile toxin B glycohydrolase activity; P18177; TcdB glycohydrolase enzymatic assay, plate reader; inhibition, % at 9.99 µM; actives 0.24% (n = 350,000); in the data active means inhibition above about 10%
UGM FP inh: inhibitors of M. tuberculosis UDP-galactopyranose mutase | purified UGM, fluorescence polarization probe displacement | inhibition, % at 10 µM | P9WIQ1 | actives 0.06% (n = 320,000); in the data active means inhibition above about 10%, passing the limit was not always enough; inconclusive means no clear call, values can overlap the other calls
Target sequence (P9WIQ1 whole entry, looked up): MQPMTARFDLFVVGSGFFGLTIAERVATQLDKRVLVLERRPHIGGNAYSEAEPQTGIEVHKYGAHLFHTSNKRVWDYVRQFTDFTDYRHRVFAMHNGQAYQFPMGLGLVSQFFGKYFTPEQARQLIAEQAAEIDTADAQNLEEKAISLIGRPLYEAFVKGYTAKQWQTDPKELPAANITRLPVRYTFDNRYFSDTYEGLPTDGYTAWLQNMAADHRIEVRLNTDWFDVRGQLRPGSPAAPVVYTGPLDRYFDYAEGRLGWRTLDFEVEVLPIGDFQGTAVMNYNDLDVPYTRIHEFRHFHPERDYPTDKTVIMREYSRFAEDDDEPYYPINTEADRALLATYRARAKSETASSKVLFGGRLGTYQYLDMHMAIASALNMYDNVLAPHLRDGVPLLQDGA
PfHsp40 rescue: compounds rescuing yeast from Plasmodium falciparum HSP40 toxicity; S. cerevisiae expressing PfHsp40, growth rescue, ATP luminescence; growth rescue, % at 12.5 µM; actives 0.68% (n = 340,000); AID 504582; in the data active means growth rescue above about 28%, passing the limit was not always enough; inconclusive means no clear call, values can overlap the other calls;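 further: yeast W303a lacking pdr1 and pdr3 grown in galactose medium; growth measured after three days at 30 °C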
FadD28 FP inh: inhibitors of Mycobacterium tuberculosis FadD28 bisubstrate binding | actives 0.22% (n = 360,000) | inhibition, % at 12.5 µM | FadD28 bisubstrate probe binding, fluorescence polarization; in the data active means inhibition above about 8.5%, passing the limit was not always enough; inconclusive means no clear call, values can overlap the other calls
GDH-TPI inh: inhibits GDH-TPI coupling enzymes, artifact for Mtb FBA screen | GDH-TPI coupled enzyme counterscreen, NADH absorbance | inhibition, % at 4.8 µM | actives 1.2% (n = 360,000) | AID 588335; in the data active means inhibition above about 30%;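 further: 0% = DMSO wells and 100% = wells lacking the enzyme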
Mtb FBA inh: Mtb fructose-bisphosphate aldolase inhibition | P9WQA3 | purified M. tuberculosis FBA, fluorescence read-out | inhibition, % at 1 µM | actives 2.3% (n = 360,000); in the data active means inhibition above about 27%;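 further: 0% = vehicle and 100% = reference inhibitor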
Target sequence (P9WQA3 whole entry, looked up): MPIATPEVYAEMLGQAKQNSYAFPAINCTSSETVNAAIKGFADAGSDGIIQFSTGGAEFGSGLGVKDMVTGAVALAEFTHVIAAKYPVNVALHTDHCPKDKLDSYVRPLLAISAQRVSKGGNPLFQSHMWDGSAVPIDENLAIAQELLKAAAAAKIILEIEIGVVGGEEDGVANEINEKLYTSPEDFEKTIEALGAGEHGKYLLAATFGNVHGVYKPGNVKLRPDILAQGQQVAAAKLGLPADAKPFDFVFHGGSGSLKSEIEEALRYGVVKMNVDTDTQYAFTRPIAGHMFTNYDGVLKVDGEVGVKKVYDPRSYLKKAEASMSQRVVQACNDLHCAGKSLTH
Mtb BioA inh: BioA (M. tuberculosis) enzyme inhibition. purified M. tuberculosis BioA enzyme, plate reader. AID 602481. inhibition, % at 9.99 µM. actives 0.096% (n = 360,000); in the data active means inhibition above about 40%; inconclusive means no clear call, values can overlap the other calls
Y pestis TopoI: blocks Yersinia pestis topoisomerase I activity; Y. pestis Topo-I cleavage product accumulation, plate reader; activity, % at 10 µM; actives 0.064% (n = 360,000); AID 504884; in the data active means activity above about 50%, passing the limit was not always enough; inconclusive means no clear call, values can overlap the other calls; further: inactives centre near 2
BH1578 lux ind: induces V. cholerae light production without autoinducers | V. cholerae BH1578 lux reporter, luminescence, 6 h | activation, % at 18.7 µM | actives 0.16% (n = 350,000); in the data active means activation mostly above about 9.7%, no sharp cut-off; inconclusive means no clear call, values can overlap the other calls; inactive means mostly below about 3.7%; further: not every result past the cut was called active; inactives centre near 0; reference of the scale not given here
Starred values were filed as active, the others as inactive; i = inactive; ? = inconclusive; . = not tested or not shown; & = joins results of further samples. An unsorted share of the library; about 4.6% have a hit in one of these screens.

Order of results – TcdB inh	UGM FP inh	PfHsp40 rescue	FadD28 FP inh	GDH-TPI inh	Mtb FBA inh	Mtb BioA inh	Y pestis TopoI	BH1578 lux ind
Cc1nc2nc(N)nc(OCc3ccccc3)c2nc1C
 : 0.6	-2.2	.	-0.1	7	161*	10	11	0.0
COc1cc(NC(=S)NCc2cccnc2)c(OC)cc1Cl
 : 0.9	-0.1	-2.2	1.4	4	-3	.	9	-0.2
COC(=O)C1=CN(Cc2cccs2)C=C(C(=O)OC)C1c1cccc(O)c1
 : 1.5	-0.5	-0.9	-0.2	2	85*	.	-2	-0.5
Cc1cc(OCC(=O)N2CCC(C(=O)O)CC2)c2c3c(c(=O)oc2c1)CCC3
 : 0.2	2.8	0.6	-1.8	16	98*	1.3	5	-0.8
Cc1c(F)cccc1NC(=O)CSCC(=O)Nc1ccccc1
 : .	1.0	0.8	-1.0	-7	4	.	-1	i
COc1ccc(C2C(C(C)=O)=C(O)C(=O)N2c2nccs2)cc1OC (stereo unspecified)
 : .	3.5	1.0	-2.1	15	-1	.	1	-0.3
CC1CCCC(NC(=O)c2ccc(CNc3c(N4CCCC4)c(=O)c3=O)cc2)C1C (stereo unspecified)
 : 1.0	-3.1	-1.7	2.0	6	1	1.3	22	-0.3
C[C@H]1CN([C@@H](C)CO)C(=O)c2cccc(NC(=O)C3CC3)c2O[C@H]1CN(C)Cc1ccncc1
 : -0.1&0.6	2.3	1.2	-0.9	-7	-2	-2.0&-1.0	0	0.2
Cc1ccc(OCc2nnc(SC3CCc4ccccc4C3=O)n2C)cc1 (stereo unspecified)
 : -0.7	4.5	3.2	-1.0	-1	-1	.	37	-0.5
Cc1ccc(-n2c(C)cc(-c3csc(N)n3)c2C)cc1
 : .	0.9	1.3	-1.3	3	0	-0.3	-23	0.1
Cc1ccc(S(=O)(=O)N[C@@H](C)C(=O)N2CCC(C(=O)N[C@@H](Cc3ccccc3)C(=O)O)CC2)cc1
 : 0.1	-1.0	-0.2	0.7	-1	-1	-0.9	3	i
Nc1ccc2c(c1Cl)C(=O)c1ccc(N)c(Cl)c1C2=O
 : 0.7	.	-0.6	-0.3	12	-3	-0.4	-12	-0.6
CCCn1c(COc2ccccc2OC)nc2ccccc21
 : 1.5	2.1	0.5	-2.6	-4	-1	-0.4	10	-0.1
COc1cccc(C(=O)Oc2ccc3ccc(=O)oc3c2)c1
 : -2.4	-0.3	-0.6	-1.1	15	59*	-7.3	-6	i
CCN(CC)C(=O)c1cc(-c2ccc(Br)cc2)on1
 : .	0.0	0.3	-1.6	2	1	0.1	22	-0.5
Cc1ccc(NC(=O)CCc2nc3ccccc3s2)c(O)c1
 : -0.3	0.2	-0.2	-3.8	1	2	.	5	-0.3
Cc1ccc(C(=O)N/N=C/c2cn(Cc3ccccc3)c3ccccc23)cn1
 : 1.6	1.4	1.0	-2.0	24	-2	.	18	-1.2
O=C(COc1ccccc1Br)NC1CCCC1
 : .	.	0.7	0.1	2	1	-0.9	5	-3.3
COc1ccccc1N(C)S(=O)(=O)c1ccc(C(=O)Nc2ccc3nc(C)sc3c2)cc1
 : .	3.5	-1.1	-7.8	2	0	-2.3	17	-0.2
O=C(c1ccc(CS(=O)c2ccccc2Cl)o1)N1CCOCC1 (stereo unspecified)
 : -0.5	0.5	-1.3	-3.2	3	-1	6.4	-4	-1.0
Cc1ccccc1/C=N\NC(=O)c1csnn1
 : .	-0.7	-1.5	-6.1	3	-3	13	-1	-0.4
CCCOc1ccc(C2C(C(=O)OC)=C(C)N=C3SCCC(=O)N32)cc1OCC (stereo unspecified)
 : .	-1.8	-1.3	-0.1	10	2	0.0	8	5.9
O=C(NCCS(=O)(=O)N1CCN(c2cccc(Cl)c2)CC1)c1cc(=O)c2ccccc2o1
 : 1.4	-0.3	-0.5	?	6	1	-2.2	-1	-0.3
Cc1ccccc1NC(=O)C1CC(=O)N(Cc2ccccc2)C1 (stereo unspecified)
 : -1.3	-0.1	-1.2	-2.8	-4	-1	2.5	-13	-0.1
Cc1ccc(-c2csc(NC(=O)c3ccc(S(=O)(=O)N4CCc5ccccc54)cc3)n2)cc1
 : -2.5	2.8	0.7	-1.2	2	-1	1.0	5	-0.2
CCCSc1nc2cc(C)c(C)cc2n1CC(O)CO (stereo unspecified)
 : 2.2	3.5	-1.0	0.0	-2	-4	.	4	0.6
CC(=O)Nc1ccccc1C(=O)C(=O)NCCc1ccccc1
 : -1.2	-1.1	0.3	-4.2	-3	6	.	-6	-0.3
COc1ccc(S(=O)(=O)NC(C)C(=O)NCc2cccnc2)cc1Cl (stereo unspecified)
 : 2.1	0.3	-1.0	-3.7	-7	-3	-0.3	9	-0.1
Cc1cc2cc(CN(Cc3ccc4c(c3)OCO4)C(=O)c3ccco3)c(=O)[nH]c2cc1C
 : .	2.0	0.1	-3.6	16	4	-1.4	7	i
C[N+]1(CCCCCCC(=O)/C=N/O)CCCCCC1
 : .	0.7	1.0	-3.9	-13	-2	.	4	i
O=C(Cc1cnn(-c2ccccc2)c1)c1ccc(O)c(O)c1O
 : .	0.8	5.7	1.9	15	0	.	-4	-0.4
Cc1ccc(Sc2nc(-c3ccccc3)ccc2C#N)cc1
 : .	-2.4	-1.8	-0.7	9	1	-2.4	-3	-0.7
Cc1ccc(C)c(N(CC(=O)NN=C2CCN(C)CC2)S(=O)(=O)c2ccccc2)c1
 : .	-3.0	-1.5	-1.3	-5	-1	.	16	-0.2
COC(=O)c1sccc1S(=O)(=O)Nc1ccc(Cl)cc1
 : 4.6	-2.7	1.0	-2.5	12	1	.	3	-0.7
N#Cc1cc(-c2ccccc2)oc1NC(=O)c1ccco1
 : .	0.5	1.1	-3.9	7	-3	1.2	4	-17
CN(C)c1ccc(CN(CC2CCCO2)C(=O)c2cccs2)cc1 (stereo unspecified)
 : -0.7	-1.3	-1.0	-1.6	13	1	-2.3	0	-2.9
Cc1c(C(=O)Nc2ccccc2)sc2nc(-c3ccccc3)cn12
 : .	-2.0	-0.2	-1.9	4	0	8.3	-5	i
Cc1nc2ccc(Cl)cc2c(=O)n1-c1ccc([N+](=O)[O-])cc1
 : 1.9	-0.4	0.4	-4.2	9	-1	1.8	-3	0.3
Cc1ccc2c(c1)OC(c1ccc3c(c1)OCCO3)CC2=O (stereo unspecified)
 : 0.3	-0.4	-0.6	1.0	-10	5	2.5	-5	i
O=C(O)Cn1cc(C(=O)c2ccccc2F)c2ccccc21
 : 1.1	0.6	-0.9	-4.3	19	1	0.5	4	-0.6
Cc1ccc(S(=O)(=O)NC[C@H]2O[C@@H](n3ccc(N)nc3=O)[C@H](O)[C@@H]2O)s1
 : -2.7	.	.	-0.5	12	2	.	3	-0.3
C[C@H](CO)N1C[C@H](C)[C@@H](CN(C)Cc2ccccc2)Oc2c(NS(=O)(=O)c3cn(C)cn3)cccc2C1=O
 : -0.3&0.7	-2.6	2.8	-0.5	4	3	3.0&-0.5	-5	i
C=CCOc1ccc(/C=C/C(=O)OCC(=O)NNC(=O)c2ccccc2F)cc1
 : 0.4	2.5	-0.1	0.0	16	1	-2.2	-8	i
Cc1cc(NC(=O)CCC(=O)N(c2ccccc2F)C(C(=O)NC2CCCC2)c2ccccc2)no1 (stereo unspecified)
 : 0.7	4.4	-1.0	2.1	-1	3	-0.1	2	i
Cc1c(Cl)cccc1NC(=S)NCc1ccccc1Cl
 : .	-0.1	8.4	0.4	7	3	2.2	4	i
O=C(Nc1cccc(S(=O)(=O)C(F)(F)F)c1)[C@H]1C[C@H](O)[C@@H](CO)O1
 : 0.9	.	.	-2.9	-11	0	0.5	4	i
COc1ccc(C(=O)OCCc2cc3ccccc3c(=O)o2)cc1
 : 8.4	0.8	-0.6	-4.4	13	-1	0.7	23	-1.2
COc1cc(C(CCN2CCCC2)c2c(OC)cc(OC)c3ccc(=O)oc23)cc(OC)c1OC (stereo unspecified)
 : 1.9	2.2	-1.6	0.1	12	4	-0.8	10	0.8
Cc1cc(NC(=O)c2ccccc2)n(-c2ccccc2)n1
 : .	0.4	0.0	-2.9	-12	-3	.	7	-0.4
CCOC(=O)C1=C(O)/C(=C\c2ccc(O)c(OCC)c2)N=C1C
 : -6.2	-1.2	-0.1	-0.8	6	-4	.	-5	-0.7
CC(=O)/C=N/Nc1ccccc1
 : .	0.0	0.3	-1.0	36*	2	-0.3	0	-0.2
COc1ccccc1CC(=O)O/N=C(\N)c1cccc([N+](=O)[O-])c1
 : .	-1.5	1.5	-0.4	5	4	1.1	-2	-0.4
CN(C)C1(c2nnnn2CCOC(=O)Nc2ccc(Cl)cc2)CCCCC1
 : .	3.6	0.6	-4.5	-5	0	4.2	0	.
O=S(=O)(NC1CCCC1)c1ccc(S(=O)(=O)N(Cc2cccs2)CC2CCCO2)cc1 (stereo unspecified)
 : 0.4	2.0	2.2	-0.3	18	4	0.0	-2	-0.7
COc1ccc2[nH]c3c(c2c1)CCN1C(=O)C(CC(=O)NCCCN(C)C)C[C@H](C(=O)N2CCCCC2)[C@@]31CCc1ccccc1 (stereo partly specified)
 : 0.0	.	-2.0	0.4	-1	1	0.9	-17	-7.3
O=C(CC1C[C@H](C(=O)N2CCCCC2)[C@@]2(CCc3ccccc3)c3[nH]c4ccccc4c3CCN2C1=O)NCc1cccc(C(F)(F)F)c1 (stereo partly specified)
 : 1.9	1.0	-1.2	-1.7	-3	0	-4.7	0	-2.0
CCOC(=O)CNC(=O)CSc1nc2cccnc2n1C1CCCCC1
 : .	3.6	1.2	-0.4	-3	-1	1.1	8	0.4
O=C(NCc1ccc(F)cc1)C1CCN(S(=O)(=O)c2ccc(Br)s2)CC1
 : 1.7	1.5	2.9	-3.3	10	0	1.1	29	-0.3
CCOc1ccc(S(=O)(=O)n2ccc(C)n2)cc1
 : 1.6	1.0	-0.9	1.9	5	1	-0.3	-3	-0.7
COc1ccc(CCn2c(N)cc(=O)[nH]c2=S)cc1OC
 : .	3.0	1.7	-3.0	3	5	-0.8	0	-1.0

One compound at a time (already shown). Screens in order: TcdB inh	UGM FP inh	PfHsp40 rescue	FadD28 FP inh	GDH-TPI inh	Mtb FBA inh	Mtb BioA inh	Y pestis TopoI	BH1578 lux ind
COc1ccc2[nH]c3c(c2c1)CCN1C(=O)C(CC(=O)NCCCN(C)C)C[C@H](C(=O)N2CCCCC2)[C@@]31CCc1ccccc1 (stereo partly specified) is listed as 0.0	.	-2.0	0.4	-1	1	0.9	-17	-7.3
O=S(=O)(NC1CCCC1)c1ccc(S(=O)(=O)N(Cc2cccs2)CC2CCCO2)cc1 (stereo unspecified) is listed as 0.4	2.0	2.2	-0.3	18	4	0.0	-2	-0.7
Cc1cc(NC(=O)CCC(=O)N(c2ccccc2F)C(C(=O)NC2CCCC2)c2ccccc2)no1 (stereo unspecified) is listed as 0.7	4.4	-1.0	2.1	-1	3	-0.1	2	i
Cc1cc(NC(=O)c2ccccc2)n(-c2ccccc2)n1 is listed as .	0.4	0.0	-2.9	-12	-3	.	7	-0.4

New compounds follow
Order of results – TcdB inh	UGM FP inh	PfHsp40 rescue	FadD28 FP inh	GDH-TPI inh	Mtb FBA inh	Mtb BioA inh	Y pestis TopoI	BH1578 lux ind
Cc1cc(C)c(OCC(=O)OCC(=O)NCc2cccs2)c(C)c1
 : 1.0	1.9	-1.2	1.0	0	0	-0.7	7	2.9
Cc1ccc(C(=O)OCC(=O)Nc2ccccc2Cl)c(O)c1
 : 1.2	-3.9	-0.9	-1.4	6	8	.	5	-0.7
Cc1ccc(C2N=C(N)Nc3nc4ccccc4n32)cc1 (stereo unspecified)
 : 1.7	3.6	-0.3	-1.4	-1	2	-1.6	12	-0.2
O=C1CC[C@H](OCc2ccccc2)CCN1[C@H](CSc1ccccc1)Cc1ccccc1
 : 0.8	-1.0	5.0	-6.3	2	-1	-0.6	32	-0.3
c1cnc(N2CCN(Cc3c[nH]c4ccccc34)CC2)nc1
 : .	-3.4	-0.9	-1.7	-4	0	1.3	-5	i
Cc1ccc(C(=O)NC2CCCC(C)C2C)cc1S(=O)(=O)N1CCCCC1 (stereo unspecified)
 : 2.8	-0.8	1.9	-1.4	-2	0	.	21	-1.4
Cc1ccc(S(=O)(=O)N2CCN(C(=O)CC(C)n3nc(C)c(Cl)c3C)CC2)cc1 (stereo unspecified)
 : -0.5	0.1	-1.4	-1.3	1	0	1.5	20	-0.3
